All columns: NCI-60 one-dose screen, growth in % after 48 h at 10 µM unless noted; 100 = growth as untreated, 0 = no growth, -100 = all killed.
786-0 = 786-0 renal cancer cells; 81,000 compounds, 5.1% hits; AID 1794775
HCT-116 = HCT-116 colon cancer; 82,000 compounds, 7.3% hits
TK-10 = TK-10 renal cancer cells; 81,000 compounds, 3.9% hits
SN12C = SN12C renal cancer cells. 81,000 compounds, 3.8% hits. AID 1794767
HCC-2998 = HCC-2998 colon cancer | AID 1794799 | 79,000 compounds, 4.7% hits
SW-620 = SW-620 colon cancer | 82,000 compounds, 5.2% hits | AID 1794795
HT29 = HT29 colon cancer. 81,000 compounds, 7.4% hits. AID 1794748
HCT-15 = HCT-15 colon cancer; 82,000 compounds, 5.2% hits
UO-31 = UO-31 renal cancer. 81,000 compounds, 5.2% hits. AID 1794768
The depositor's hits bear a star; x = not tested or not shown; & = joins results of further samples; ! = not confirmed by another sample. The calls were made as follows: active = growth percent below 10; inactive = the rest.

SMILES	786-0	HCT-116	TK-10	SN12C	HCC-2998	SW-620	HT29	HCT-15	UO-31
COc1c(N2CC3CCCNC3C2)c(F)cc2c(=O)c(C(=O)N/N=C/c3ccccc3)cn(C3CC3)c12 (stereo not given)	67	81	100	92	113	102	73	76	86
O=C(CSc1nnc(-c2ccc3nc(-c4ccccc4)[nH]c3c2)o1)Nc1ccc(C(=O)/C=C/c2ccccc2)cc1	102	97	110	98	106	116	108	110	87
c1ccc2c(-c3nn4cc(-c5ccc6c(c5)OCCO6)nc4s3)c[nH]c2c1	104	98	129	98	100	97	103	73	82
CC1=NN(CNc2nc3c(C)ccc(C)c3s2)C(=O)C1	106	105	127	96	97	109	119	103	87
COc1ccc(Cc2nnc(SC)n2-c2ccc(F)cc2)cc1OC	107	103	109	98	101	100	105	96	97
Cc1ccc(C(=O)C2=C(O)C(=O)N(Cc3cccnc3)C2c2ccccc2F)o1 (stereo not given)	86	95	104	96	94	103	108	94	93
COc1ccc(N=C2S/C(=C/c3cn(-c4ccccc4)nc3-c3ccc(Cl)cc3)C(=O)N2Cc2nc3ccccc3[nH]2)cc1	100	104	122	90	107	107	116	98	73
O=C1C(=O)N(Cc2ccc(-c3ccccc3)cc2)c2ccc(OC(F)(F)F)cc21	42	9.9*	64	21	37	24	9.1*	10	45
O=C(CSc1nnc(-c2c[nH]c3ccccc23)n1-c1ccccc1)Nc1ccc(C(=O)/C=C/c2cccc([N+](=O)[O-])c2)cc1	101	-54*	115	104	63	101	101	84	43
COC(=O)C1(CS(C)=O)NC(=S)NC(=O)C1C#N (stereo not given)	103	100	104	101	104	99	104	99	89
O=C1C=CC(=O)N1c1ccc(O)cc1	98	106	103	104	105	96	112	102	99
CCOC(=O)c1ccc2c(c1)nc(-c1ccccc1)n2C1CCCCC1	89	64	116	105	92	111	67	78	84
C=COC(=O)CCCCC	108	114	90	99	107	100	102	105	86
CCC(CC)NCCOC(=O)c1ccc([N+](=O)[O-])cc1	99	105	91	110	102	117	102	101	92
CN(C)c1ccc(C(=O)/C=C/c2ccccc2)cc1	101	100	83	98	102	106	104	101	96
CN(C)CCCN1CN(CCCN(C)C)CN(CCCN(C)C)C1	94	110	94	92	100	102	100	99	100
COC(=O)C(Cc1ccc(O)c(O)c1)NC(=O)C(CSC/C=C(\C)CCCC(C)CCCC(C)CCCC(C)C)NC(C)=O (stereo not given)	51	21	45	26	19	20	41	16	44
CCC1(CC)CNC(=O)NC1	116	107	98	103	x	108	106	128	x
CN(Cc1cc(Br)c(O)c(Br)c1)Cc1cc(Br)c(O)c(Br)c1	99	96	111	94	112	104	104	100	79
CNC(=O)c1ccc(C(C)C)cc1	91	91	x	113	101	108	103	100	99
O=C1CC(c2ccccc2Cl)c2cnn(Cc3ccc4c(c3)OCO4)c2N1 (stereo not given)	97	96	100	90	93	98	89	102	79
Cn1c(=O)c2[nH]c(C3CC=CCC3)nc2n(C)c1=O (stereo not given)	105	106	112	99	104	101	x	106	72
COc1ccc(/C=N/N=C(/c2ccccc2)c2ccc3nc(-c4ccc(O)cc4)[nH]c3c2)cc1	70	88	107	88	102	93	83	79	62
CCOC(=O)C1=NN=C(N2C(=S)NC(=O)C2CC(C)C)/C1=C\c1ccc(Cl)cc1 (stereo not given)	95	106	97	99	111	102	108	106	91
COC(=O)C1(C)CCc2c(ccc3ccc(OC)cc23)C1=O (stereo not given)	91	105	86	102	109	103	89	103	83
CCCCCC/C=N\NC(=O)OCC	104	106	106	96	104	112	x	105	79
COc1cc(/C=C/C(=O)O)ccc1OCc1cn(-c2cccc([N+](=O)[O-])c2)nn1	97	115	101	101	112	103	102	103	76
C=Cc1c(C)c2cc3[nH]c(cc4nc(cc5nc(cc1[nH]2)C(C)=C5CCC(=O)OCC)C(CCC(=O)OCC)=C4C)c(C)c3C=C	100	103	111	93	97	99	116	94	83
C[n+]1c2ccccc2cc2oc3ccccc3c21	96	100	108	98	79	74	98	104	59
CCOC(=O)Nc1nnc(SCC(=O)Nc2ccc3oc(=O)ccc3c2)s1	101	96	104	103	100	96	84	104	72

Part of the list above, limited to SN12C and TK-10:
| structure | SN12C | TK-10 |
| --- | --- | --- |
| O=C1CC(c2ccccc2Cl)c2cnn(Cc3ccc4c(c3)OCO4)c2N1 (stereo not given) | 90 | 100 |
| Cn1c(=O)c2[nH]c(C3CC=CCC3)nc2n(C)c1=O (stereo not given) | 99 | 112 |

The listing continues:
SMILES	786-0	HCT-116	TK-10	SN12C	HCC-2998	SW-620	HT29	HCT-15	UO-31
O=C1c2cccc(S(=O)(=O)O)c2C(=O)c2cccc(S(=O)(=O)O)c21	105	102	107	108	x	100	116	113	92
COc1ccc(-c2csc(NC(=O)COC(=O)/C=C/c3ccco3)n2)cc1	98	105	156	101	104	108	111	101	85
COc1ccc(-c2nc(NCC(=O)c3ccc(Cl)c(Cl)c3)[nH]c(=O)c2C#N)cc1	98	83	100	107	107	107	100	101	78
Cn1cc(-c2nc(N)nnc2-c2ccccn2)c2cc(F)ccc21	91	88	122	x	112	98	100	85	82
NC(=O)NCCc1ccccc1	103	103	98	103	105	102	105	100	93
N#Cc1ccc(/C=C/C(=O)c2ccccc2)cc1	102	-61*	56&99	93&96	7.5*!	1.0*!	71&12	82&50	-38*
COc1ccc(C(=O)C2C3(C#N)C(=O)NC(=O)C23C#N)cc1OC (stereo not given)	107	105	122	94	100	101	106	104	68
CCCCn1c(=O)[nH]c(N)c(C(c2ccc(F)cc2)c2c(N)[nH]c(=O)n(CCCC)c2=O)c1=O	x	x	68	x	73	91	66	96	103
COc1cc(C(=O)n2nc(-c3cccnc3)nc2N)cc(OC)c1OC	97	103	107	97	105	93	95	101	87
CS(=O)(=O)Nc1cc(-c2ccc3ncnc(Nc4c(Cl)ccc5c4OCO5)c3c2)cnc1Cl	0.8*	-23*	-59*	9.9*	-36*	2.1*	-13*	-18*	-71*
COc1ccc(C2C(C#N)=C(N)Oc3c2sc2c(C)cccc32)cc1 (stereo not given)	28	13	64	24	11	26	6.7*	9.6*	34
COC(=O)C1NC(=S)N(c2ccccc2)C1/C=C/c1ccccc1 (stereo not given)	x	98	98	102	100	108	103	104	94
COc1cc(-c2nc(-c3ccccc3)[nH]c2-c2ccnc(NCCCNS(=O)(=O)c3cccc4ccccc34)n2)ccc1Cl	71	25	71	47	98	68	32	40	38
CN(C)c1cccc2c(S(=O)(=O)Nc3cccc(-c4csc(NC(=O)CCCCCN)n4)c3)cccc12	99	88	109	82	104	106	95	105	93
CC1CCc2cc(F)cc3c(=O)c(C(=O)O)cn1c23 (stereo not given)	87	105	103	98	105	106	116	105	78
CCCCc1n(Cc2ccc3ccccc3c2)cc[n+]1Cc1ccc2ccccc2c1	-18*	-97*	-10*	-22*	-5.2*	1.5*	-34*	49	19
C=C(C)C12C=C(C)C[C@@](C)(CC3[C@@]4(C)CC[C@H](O)C(C)(C)C4CC[C@]31C)C2=O (stereo not given in full)	100	97	99	89	104	101	101	89	87
NC(N)=NC(=S)Nc1ccc(Cl)cc1	96	91	107	94	101	111	99	102	78
COC(=O)[C@]12CC[C@@H](C)[C@H](C)[C@@H]1C1=CC[C@@H]3[C@@]4(C)C[C@@H](O)[C@H](O)[C@@](C)(CO)C4=CC[C@@]3(C)[C@]1(C)CC2	-74*	-38*	-18*	-71*	-86*	-55*	-37*	-61*	-49*
O=C1c2[nH]c3ccccc3c2CC1N1C(=O)c2ccccc2C1=O (stereo not given)	91	99	115	110	102	104	114	99	95
CC(C)(C)OC(=O)NCCC1SC2C=CC1C2 (stereo not given)	103	90	91	101	92	82	93	99	79
OCC1CCCC1	100	99	108	104	78	106	102	102	78
CCCCOc1ccc(/C(C)=N/Nc2cc(C)nc3ccc(Br)cc23)cc1	95	28	112	83	46	5.9*	45	7.8*	68
COc1cccc(C2SCC(=O)N2NC(=O)c2ccc(C)nc2)c1 (stereo not given)	99	96	128	98	99	104	108	98	81
O=C(Nc1cccc(N=Cc2c(O)ccc3ccccc23)c1)c1ccccc1	93	94	92	99	102	99	91	94	66
O=C(NCCc1ccc(O)c(O)c1)C12CC3CC(CC(C3)C1)C2	88	83	90	97	115	91	102	92	66
Cc1ccc(C2=Nc3ccc(Cl)cc3C3=NCC(=O)NN23)cc1	108	90	134	116	108	110	89	103	91
CCOC(=O)c1[nH]cc(-c2ccccc2)c1-c1ccccc1OC	99	96	117	97	108	104	110	97	87
Cc1ccc(-c2c(-c3ccccc3)c(=O)oc3ccc(C)cc23)cc1	105	73	118	92	91	99	101	52	80
COc1ccc(-c2nc(SCc3nc4cc(Cl)c(Cl)cc4[nH]3)[nH]c(=O)c2C#N)cc1	101	89	100	105	99	108	95	105	80
CCCCCCCCCCCCCCCCCCNC(=S)NCCCCCCCCCCCCCCCCCC	97	97	100	99	104	97	97	101	75
CCOC(=O)C(Cc1ccc(C)cc1)(NC(C)=O)C(=O)OCC	66	89	93	106	94	105	111	105	97
O=C(NCCCN1CCOCC1)c1cccc(N2C(=O)/C(=C/c3ccc(F)cc3)SC2=S)c1	97	97	100	94	97	96	108	100	71
CN(C)N=Nc1c(Br)cc(Br)cc1Br	102	104	108	103	128	111	107	101	96
Clc1nnc2ccc(Oc3cccc(-c4ccc(Oc5ccccc5)cc4)c3)nn12	81	59	92	67	103	95	84	84	46
Cc1ccc(Cn2c(NCCN=C(N)N)nc(=O)n(Cc3ccc(C(F)(F)F)cc3)c2=O)cc1	107	108	99	79	106	109	108	110	77
O=C(Oc1ccc(/C=C/c2cc(OC(=O)c3ccccc3)cc(OC(=O)c3ccccc3)c2)cc1)c1ccccc1	101	98	108	89	93	104	113	100	68
O=C1/C(=C/c2cccs2)CCC/C1=C\c1cccs1	108	80	78	103	89	x	74	79	76
CCCCC1Nc2nc(SC)n(C)c(=O)c2CN(Cc2ccccc2)C1=O (stereo not given)	78	97	78	93	94	107	105	82	72

Entries from the list above that have an aryl methoxy group (15):
SMILES	786-0	HCT-116	TK-10	SN12C	HCC-2998	SW-620	HT29	HCT-15	UO-31
COc1c(N2CC3CCCNC3C2)c(F)cc2c(=O)c(C(=O)N/N=C/c3ccccc3)cn(C3CC3)c12 (stereo not given)	67	81	100	92	113	102	73	76	86
COc1ccc(Cc2nnc(SC)n2-c2ccc(F)cc2)cc1OC	107	103	109	98	101	100	105	96	97
COc1ccc(N=C2S/C(=C/c3cn(-c4ccccc4)nc3-c3ccc(Cl)cc3)C(=O)N2Cc2nc3ccccc3[nH]2)cc1	100	104	122	90	107	107	116	98	73
COc1ccc(/C=N/N=C(/c2ccccc2)c2ccc3nc(-c4ccc(O)cc4)[nH]c3c2)cc1	70	88	107	88	102	93	83	79	62
COC(=O)C1(C)CCc2c(ccc3ccc(OC)cc23)C1=O (stereo not given)	91	105	86	102	109	103	89	103	83
COc1cc(/C=C/C(=O)O)ccc1OCc1cn(-c2cccc([N+](=O)[O-])c2)nn1	97	115	101	101	112	103	102	103	76
COc1ccc(-c2csc(NC(=O)COC(=O)/C=C/c3ccco3)n2)cc1	98	105	156	101	104	108	111	101	85
COc1ccc(-c2nc(NCC(=O)c3ccc(Cl)c(Cl)c3)[nH]c(=O)c2C#N)cc1	98	83	100	107	107	107	100	101	78
COc1ccc(C(=O)C2C3(C#N)C(=O)NC(=O)C23C#N)cc1OC (stereo not given)	107	105	122	94	100	101	106	104	68
COc1cc(C(=O)n2nc(-c3cccnc3)nc2N)cc(OC)c1OC	97	103	107	97	105	93	95	101	87
COc1ccc(C2C(C#N)=C(N)Oc3c2sc2c(C)cccc32)cc1 (stereo not given)	28	13	64	24	11	26	6.7*	9.6*	34
COc1cc(-c2nc(-c3ccccc3)[nH]c2-c2ccnc(NCCCNS(=O)(=O)c3cccc4ccccc34)n2)ccc1Cl	71	25	71	47	98	68	32	40	38
COc1cccc(C2SCC(=O)N2NC(=O)c2ccc(C)nc2)c1 (stereo not given)	99	96	128	98	99	104	108	98	81
CCOC(=O)c1[nH]cc(-c2ccccc2)c1-c1ccccc1OC	99	96	117	97	108	104	110	97	87
COc1ccc(-c2nc(SCc3nc4cc(Cl)c(Cl)cc4[nH]3)[nH]c(=O)c2C#N)cc1	101	89	100	105	99	108	95	105	80

Compound activity as filed in PubChem.
